Bioassay records as filed in PubChem BioAssay.
KCNH2 WT inh = blocks the wildtype human KCNH2 potassium channel. Q12809. U2OS, BacMam KCNH2, thallium flux FluxOr; stronger effect = lower value. activity change, % at 1.84 µM. hit rate 0.37% among 340,000. AID 720551;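 active = maximum activity change below -70%; inconclusive = maximum activity change between -70% and -50%; inactive = maximum activity change above -50%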
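U2OS cells transduced with wild-type KCNH2 virus are loaded with FluxOr dye for 45 min, and thallium flux is measured in kinetic reads before and after stimulation buffer. Rate constants are normalized to DMSO controls.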
KCNH2 3.1 inh = KCNH2 3.1 (human) potassium channel inhibition | U2OS KCNH2 3.1, thallium flux FluxOr; stronger effect = lower value | activity change, % (tested at about 1.8 µM) | hit rate 0.95% among 340,000 | AID 720553;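 active = maximum activity change below -70%; inconclusive = maximum activity change from -70% to -50%; inactive = maximum activity change above -50%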;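 note: thallium influx rate constant from kinetic fluorescence after stimulation buffer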
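Measured as rate of thallium-driven FluxOr signal in transduced U2OS cells carrying the 3.1 channel, read kinetically for 2 min upon stimulation; values are rate constants scaled to DMSO control wells.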
Giardia kill = Giardia lamblia killing; hit rate 0.15% among 340,000; activity change, % at 7.66 µM, hits read low; Giardia lamblia trophozoite viability; in the data active = activity change below about -80%; inconclusive = between about -30% and that limit;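 note: parasites exposed to compound for two days anaerobically before the ATP read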
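Anaerobic 48 hrs incubation at 37 deg C of 100 trophozoites/well with test compounds; ATPLite 1-Step luminescence, 15-30 min RT, reports cellular ATP as viability.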
The depositor's hits bear a star; ? = inconclusive; [ ] = dose if it differs, or a comment. % is set by controls: 0 for no effect and ±100 for the full control effect. Not all compounds are listed; rates above refer to the full screens.

A first look (2 entries):
Results follow in this order: KCNH2 WT inh, KCNH2 3.1 inh, Giardia kill
CCOc1ccccc1C(=O)NC(C(=O)N(C)c1c(N)n(Cc2ccccc2)c(=O)[nH]c1=O)C(C)C (stereo not drawn)
 : -1, 11, 14
Cc1ccc(OCc2occc2C(=O)O)cc1
 : -3, -5, -28

The listing (from the top)
Results follow in this order: KCNH2 WT inh, KCNH2 3.1 inh, Giardia kill
CCOc1ccccc1C(=O)NC(C(=O)N(C)c1c(N)n(Cc2ccccc2)c(=O)[nH]c1=O)C(C)C (stereo not drawn)
 : -1, 11, 14
Cc1ccc(OCc2occc2C(=O)O)cc1
 : -3, -5, -28
CCCNC(=O)C1(CC2CC(c3ccccc3)=NO2)CCN(C(=O)Cc2ccc(F)cc2)CC1 (stereo not drawn)
 : 3, -3, -17
CCN(C(=O)COC(=O)c1cc2ccccc2cc1OC)c1c(N)n(Cc2ccccc2)c(=O)[nH]c1=O
 : 0, 15, -5
CC1(c2nnc(-c3cccc(Cl)c3)o2)CC(c2c(Cl)cccc2Cl)=NO1 (stereo not drawn)
 : -6, -14, 45[activator]
Cc1ccc(S(=O)(=O)N(CCC(=O)NCC(c2ccccc2)N(C)C)c2ccccc2)cc1 (stereo not drawn)
 : 31, -10, -17
C=C1CCN([C@@H](CC(C)C)C(=O)NCc2ccc(Cl)cc2)S(=O)(=O)c2ccccc21
 : 5, 1, -3
CCCNS(=O)(=O)c1cc2c(cc1Br)CCN2C(=O)CC
 : 0, 9, -16
Cc1nc2c(cnn2CCO)c(=O)[nH]1
 : -1, 27, -8
COc1ccc(NC(=O)C2CCCCN2S(=O)(=O)c2ccccc2)cc1S(=O)(=O)N1CCOCC1 (stereo not drawn)
 : 2, -15, 11
COc1cc(C(=O)N2CCN(S(=O)(=O)c3ccc(Cl)cc3)CC2)ccc1OCC(=O)N1CCOCC1
 : 5, -13, -11
CC(C)(C)C(=O)N1CCN(c2ccc([N+](=O)[O-])cc2Cl)CC1
 : 13, 5, 1
O=S(=O)(c1ccc(Br)cc1F)N1CCCCC1CCO (stereo not drawn)
 : -8, 8, -24
CC[N+]1(C)CCC(O)(c2ccc(OC)cc2)C(C(=O)c2ccc(OC)cc2)C1 (stereo not drawn)
 : -1, -12, 8
CC(C)CNC(=O)c1ccccc1C(=O)NC1(C(=O)NCC(C)C)CCCC1
 : -10, -8, 2
CC(C)C[C@@H](CN)NC(=O)c1nc[nH]c1C(=O)N[C@@H](C)C(=O)CNC[C@H](C)NC(=O)c1nc[nH]c1C(=O)N[C@@H](Cc1ccccc1)C(=O)O
 : 0, -4, -11
CCOC(=O)c1cc2c(=O)n3ccccc3nc2n(Cc2ccc(Cl)cc2)c1=N
 : -33, -6, 8
CC(C)C[C@H]1COCCS(=O)(=O)N1Cc1cccc(F)c1
 : 2, 9, -13
CC(C)C(=O)NCCc1nc(-c2ccccc2)no1
 : -4, 15, -3
O=C(CCN1CCc2ccccc2C(O)(c2ccccc2)C1)c1ccc2c(c1)OCCO2 (stereo not drawn)
 : 15, -28, -14
COCOc1cc(O)c2c(=O)c(OCOC)c(-c3ccc(OCOC)c(OCOC)c3)oc2c1
 : 1, 13, -13
COc1ccc(C(=O)NC2CC2)cc1OC1CCN(Cc2ccc(F)cc2Cl)CC1
 : -75*, -93*, 33[activator]
COCCOC(=O)C1=C(C)NC(=S)NC1c1ccc(OCC(=O)N2CC(C)OC(C)C2)c(OC)c1 (stereo not drawn)
 : -8, 9, ?
O=C(O)c1ccc(CCCc2ccccc2)cc1
 : -3, 4, -8
CS(=O)(=O)N1c2ccccc2[C@@]2(Br)C[C@H]3C(=O)N[C@@H](Cc4ccccc4)C(=O)N3[C@@H]12
 : -10, 5, -6
NC(=O)c1ncn([C@@H]2O[C@H](CNCc3ccccc3OCc3ccc(Cl)cc3Cl)[C@@H](O)[C@H]2O)n1
 : 27, 12, -2
CC1=CC(C)(C)NC(=S)N1CCO
 : -2, -8, -6
C=CCCC1CN(CCCC)S(=O)(=O)c2c(F)cccc2O1 (stereo not drawn)
 : 19, -10, 8
Cc1ccc(C)c(NC(=S)NCCN2CCOCC2)c1
 : -2, -8, -7
O=C(NNC(=O)c1cccc2ccccc12)c1cccc(Br)c1
 : -2, 27, -25
CC(=O)Nc1ccc2c(c1)C(=Nc1cccc(C)c1)c1ccccc1-2
 : -6, -11, -11
CN=C1S/C(=C\c2cccn2-c2cccc(Br)c2)C(=O)N1C
 : 8, 5, -5
CN1CCN(C(=O)c2ccc(-c3nn(C)c(=O)c4ccccc34)cc2)CC1
 : 4, -6, -1
CCCCN1CC(COc2ccccc2)Oc2cccc(F)c2S1(=O)=O (stereo not drawn)
 : -38, -30, 0
CCN(c1ccccc1)S(=O)(=O)c1ccc(C(=O)NCC(c2ccccc2OC)N2CCCC2)cc1 (stereo not drawn)
 : 25, -1, -9
O=C(CSc1nnc(NC(=O)c2ccccc2[N+](=O)[O-])s1)NC1CCCC1
 : -4, -16, -6
O=C(CC(=O)Nc1ccccc1)Nc1ccccc1
 : 0, 12, 29
C#Cc1ccc([C@@H]2C=C(C(=O)N3CCOCC3)O[C@H](OCc3ccc(CO)cc3)C2)cc1
 : 0, 4, -4
O=C(NC(=O)c1c(F)cccc1F)Nc1cccc(Oc2ncc(Cl)cn2)c1
 : -2, -2, 11
CCOc1ccc(NS(=O)(=O)c2ccc(NC(=O)c3ccccc3C(=O)O)cc2)cc1
 : 3, -2, 16
Cc1c(NC(=O)Nc2ccc(Cl)c(Cl)c2)sc(=S)n1C
 : -17, 6, 0
CC(=O)Oc1ccc(-c2cc3c(OC(C)=O)cc(OC(C)=O)cc3oc2=O)cc1
 : 0, 2, 25
C[C@@H]1CN[C@H](CCO)/C1=C\c1ccccc1
 : 1, 15, -5
CCCCCCCCNS(=O)(=O)CCNC1CC1
 : 18, 5, 20
CCOc1cc2c(cc1OCC)C(c1ccc(F)cc1)NCC2 (stereo not drawn)
 : 5, 4, 10
Cc1ccc(S(=O)(=O)Nc2c(C)n(C)n(-c3ccccc3)c2=O)cc1C(=O)NCc1ccco1
 : 15, 3, -3
Cc1ccc(C(=O)N2CCC3CC2c2cc(-c4ccc5c(c4)OCO5)ccc23)cc1 (stereo not drawn)
 : -4, -46, -4
COc1ccc(CC2(c3ccccc3)NC(=O)NC2=O)cc1 (stereo not drawn)
 : -4, 4, 2
Oc1ccc2ccccc2c1/C=C/c1ccc2c(Br)cc(Br)c(O)c2n1
 : 3, 6, -20
O=C1CC(c2ccccc2)C(=O)N2C(=O)CC(c3ccccc3)C(=O)N12 (stereo not drawn)
 : 0, 9, 6
NC1=NC[C@@H](Cc2ccc(O)cc2)N1CCC12CC3CC(CC(C3)C1)C2
 : -3, 26, -14
CC(=NNC(=O)c1ccncc1)c1ccc(Cl)c(Cl)c1
 : 1, 27, -5
C=C1CCN([C@@H](CC(C)C)C(=O)NCc2ccco2)S(=O)(=O)c2ccccc21
 : 1, 12, -10
CC1CCC(CC(=O)O)(C(=O)O)CC1 (stereo not drawn)
 : -1, 9, 3
COc1ccccc1CC(=O)N1CCN(c2ccc(F)cc2)CC1
 : 5, -10, 7
COCC(=O)N(C)[C@H]1C[C@H]2c3cc(Oc4ccccc4C)ccc3CCN2C(=O)[C@H]1[C@H](C)O
 : 6, 6, 26
COc1ccc(N=C2c3ccccc3-c3ccc([N+](=O)[O-])cc32)cc1
 : 14, 2, -14
COc1cccc2c(O)c(-c3ccccc3)c(=O)[nH]c12
 : 1, 15, -1
Cc1cc(=O)[nH]c(NC(=O)Cc2ccccc2)n1
 : -3, 7, 4
Cn1c(=O)c2c(nc(CN3CCc4ccccc4C3)n2Cc2ccc(F)cc2)n(C)c1=O
 : -2, -48, -19

The listing continues:
Results follow in this order: KCNH2 WT inh, KCNH2 3.1 inh, Giardia kill
CC(=O)Nc1ccccc1-c1ccccc1[N+](=O)[O-]
 : -7, 11, -22
CC(C)(C)OC(=O)N1CCC(C(=O)Nc2ccc(C(=O)N3CCCCC3)cc2)CC1
 : 3, 41, -19
O=[N+]([O-])c1ccc(COc2ccc(CN3CCCC3)cc2)cc1
 : 22, -38, -6
Cc1coc2c(C)c3oc(=O)cc(-c4ccccc4)c3cc12
 : -4, -2, -6
O=C1CC(N2CCN(c3ccccc3F)CC2)C(=O)N1c1ccc(F)cc1 (stereo not drawn)
 : -3, 0, 1
COc1cc2c(Cc3ccccc3)cncc2cc1O
 : -4, -2, -7
COc1cc2c(cc1OC(C)=O)CCCCC2=O
 : -7, 11, -27
O=S(=O)(NCCc1ccc(F)cc1)c1cc(C(F)(F)F)ccc1Br
 : 4, 4, 6
COc1ccc(-c2nnc(N)s2)cc1OC
 : 2, 3, -10
Cc1ccc(OCc2nnc(SCC(=O)O)n2-c2ccccc2)cc1
 : -6, 8, -19
O=C(NCc1ccccc1)c1ccc(NC(=O)C2CCCCC2)cc1
 : 3, -1, 2
Cc1ccc(NC(=O)c2cc(C(=O)Nc3ccc(C)cc3)n(C)n2)cc1
 : -3, 4, 1
Cc1ccc(S(=O)(=O)NCC(=O)OCc2csc(CC(=O)Nc3ccccc3C)n2)cc1C
 : 4, -6, -14
O=C(O)/C(=C\c1ccc2ccccc2c1)c1cccc2ccccc12
 : -2, -5, 8
Cc1nc2cc(Cc3ccccc3)ccc2o1
 : 23, -14, 4

Exported comma-delimited: 23 of the compounds above.
Structure,KCNH2 WT inh,KCNH2 3.1 inh,Giardia kill
C=C1CCN([C@@H](CC(C)C)C(=O)NCc2ccco2)S(=O)(=O)c2ccccc21,1,12,-10
CC1CCC(CC(=O)O)(C(=O)O)CC1 (stereo not drawn),-1,9,3
COc1ccccc1CC(=O)N1CCN(c2ccc(F)cc2)CC1,5,-10,7
COCC(=O)N(C)[C@H]1C[C@H]2c3cc(Oc4ccccc4C)ccc3CCN2C(=O)[C@H]1[C@H](C)O,6,6,26
COc1ccc(N=C2c3ccccc3-c3ccc([N+](=O)[O-])cc32)cc1,14,2,-14
COc1cccc2c(O)c(-c3ccccc3)c(=O)[nH]c12,1,15,-1
Cc1cc(=O)[nH]c(NC(=O)Cc2ccccc2)n1,-3,7,4
Cn1c(=O)c2c(nc(CN3CCc4ccccc4C3)n2Cc2ccc(F)cc2)n(C)c1=O,-2,-48,-19
CC(=O)Nc1ccccc1-c1ccccc1[N+](=O)[O-],-7,11,-22
CC(C)(C)OC(=O)N1CCC(C(=O)Nc2ccc(C(=O)N3CCCCC3)cc2)CC1,3,41,-19
O=[N+]([O-])c1ccc(COc2ccc(CN3CCCC3)cc2)cc1,22,-38,-6
Cc1coc2c(C)c3oc(=O)cc(-c4ccccc4)c3cc12,-4,-2,-6
O=C1CC(N2CCN(c3ccccc3F)CC2)C(=O)N1c1ccc(F)cc1 (stereo not drawn),-3,0,1
COc1cc2c(Cc3ccccc3)cncc2cc1O,-4,-2,-7
COc1cc2c(cc1OC(C)=O)CCCCC2=O,-7,11,-27
O=S(=O)(NCCc1ccc(F)cc1)c1cc(C(F)(F)F)ccc1Br,4,4,6
COc1ccc(-c2nnc(N)s2)cc1OC,2,3,-10
Cc1ccc(OCc2nnc(SCC(=O)O)n2-c2ccccc2)cc1,-6,8,-19
O=C(NCc1ccccc1)c1ccc(NC(=O)C2CCCCC2)cc1,3,-1,2
Cc1ccc(NC(=O)c2cc(C(=O)Nc3ccc(C)cc3)n(C)n2)cc1,-3,4,1
Cc1ccc(S(=O)(=O)NCC(=O)OCc2csc(CC(=O)Nc3ccccc3C)n2)cc1C,4,-6,-14
O=C(O)/C(=C\c1ccc2ccccc2c1)c1cccc2ccccc12,-2,-5,8
Cc1nc2cc(Cc3ccccc3)ccc2o1,23,-14,4

The list goes on.
Results follow in this order: KCNH2 WT inh, KCNH2 3.1 inh, Giardia kill
C#CCOCCOCCOCCNc1nc(N2CCOCC2)nc(N2CCN(C(=O)[C@H](C)n3cc(CCC(=O)O)nn3)CC2)n1
 : -7, ?, 12
COc1cccc(CCC2C(=O)CCCC2=O)c1
 : 2, -1, -11
Cc1cc(NC(=O)NC(=O)c2ccccc2NC(=O)CN(C)C)ccc1Oc1ncc(Br)cn1
 : 20, 16, -1
CCN(C(=O)CSc1nnc(-c2ccccc2F)n1N)c1c(N)n(Cc2ccccc2)c(=O)[nH]c1=O
 : 0, -2, -2
COc1cccc(C(=O)OCCCOC(=O)c2cccc(OC)c2OC)c1OC
 : 7, 18, -16
